mIAP block: inhibitors of mouse IAP, primary screen, biochemical, luminescence, uHTS. inhibition, % at 10 µM. intestinal alkaline phosphatase [Mus musculus]. purified mouse IAP, CDP-Star luminescence, 30 min. actives 0.2% (n = 330,000);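 active means inhibition of at least 40% at 10 µM in the primary screen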;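 further: plate controls were DMSO with enzyme for no effect and no enzyme wells for full effect; values of inactives mirror those of a sister screen read the other way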
ATG4B inh: ATG4B protease inhibitors, primary screen, biochemical, fluorescence, uHTS. Cysteine protease ATG4B (Homo sapiens), Q9Y4P1. ATG4B cleavage of LC3-PLA2, NBD-HPC fluorescence, 1 h. inhibition, % at 8.33 µM. actives 0.51% (n = 340,000). AID 504462, 2011; in the data active means inhibition above about 40%
PfGluPho inh: PfG6PD enzyme inhibitors, primary screen, biochemical, fluorescence intensity, uHTS | inhibition, % at 20 µM | glucose-6-phosphate dehydrogenase-6-phosphogluconolactonase (Plasmodium falciparum 3D7) | PfGluPho enzyme, NADPH resazurin-diaphorase fluorescence | actives 0.78% (n = 350,000);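 active means inhibition reaching at least a set limit at 20 µM in the primary screen, cut at about 59% in these data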;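 further: 0% = DMSO wells with substrate and 100% = DMSO wells lacking glucose-6-phosphate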
HKDC1 inhibitor: HKDC1 hexokinase inhibitors, primary screen, biochemical, fluorescence, uHTS; inhibition, % at 20 µM; actives 0.16% (n = 340,000); Q2TB90; AID 493160, 2011; recombinant HKDC1, G6PDH/diaphorase resazurin coupled fluorescence;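 active means inhibition above about 35% when tested at 20 µM, limit read from the data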;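 further: plate controls were DMSO wells with enzyme for no effect and DMSO wells lacking enzyme for full effect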
Target sequence (Q2TB90 whole entry, looked up): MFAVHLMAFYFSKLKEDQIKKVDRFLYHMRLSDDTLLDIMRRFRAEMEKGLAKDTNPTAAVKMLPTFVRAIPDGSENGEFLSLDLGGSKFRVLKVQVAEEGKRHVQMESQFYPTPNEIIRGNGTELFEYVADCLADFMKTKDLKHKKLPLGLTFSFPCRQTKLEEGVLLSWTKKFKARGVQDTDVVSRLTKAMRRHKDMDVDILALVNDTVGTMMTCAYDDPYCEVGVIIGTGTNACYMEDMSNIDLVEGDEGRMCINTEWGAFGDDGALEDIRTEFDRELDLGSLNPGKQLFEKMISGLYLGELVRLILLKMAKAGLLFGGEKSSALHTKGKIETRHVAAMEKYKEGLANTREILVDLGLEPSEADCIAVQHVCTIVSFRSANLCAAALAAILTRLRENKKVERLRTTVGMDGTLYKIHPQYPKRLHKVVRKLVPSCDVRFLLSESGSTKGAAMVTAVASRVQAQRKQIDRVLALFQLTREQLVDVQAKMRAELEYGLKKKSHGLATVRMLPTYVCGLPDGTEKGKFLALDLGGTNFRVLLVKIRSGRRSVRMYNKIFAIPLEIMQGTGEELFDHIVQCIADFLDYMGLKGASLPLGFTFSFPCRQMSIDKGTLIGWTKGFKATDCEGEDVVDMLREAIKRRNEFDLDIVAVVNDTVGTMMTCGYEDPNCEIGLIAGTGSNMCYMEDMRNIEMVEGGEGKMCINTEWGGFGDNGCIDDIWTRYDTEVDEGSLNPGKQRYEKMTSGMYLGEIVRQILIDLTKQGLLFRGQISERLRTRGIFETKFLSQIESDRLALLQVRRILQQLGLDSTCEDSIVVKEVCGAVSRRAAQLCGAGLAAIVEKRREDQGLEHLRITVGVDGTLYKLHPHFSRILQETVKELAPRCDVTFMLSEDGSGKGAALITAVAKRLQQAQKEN
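Material: recombinant HKDC1 hexokinase; Amount: HKDC1 at 5 µg/mL; Medium: Tris pH 8.0 buffer with MgCl2, Tween-20, BSA, BME; Schedule: 90 min reaction incubation at room temperature, dark; Technique: coupled resazurin fluorescence, excitation 525 nm, emission 613 nm.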
hIAP inh: human IAP inhibitors, primary screen, biochemical, luminescence, uHTS; Intestinal-type alkaline phosphatase (Homo sapiens), P09923; purified IAP, CDP-Star luminescence, 30 min; inhibition, % at 10 µM; actives 0.12% (n = 330,000); AID 2544, 2010;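 active means inhibition reaching a set limit with compound at 10 µM in the primary screen, cut at about 35% in these data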;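 further: plate controls were DMSO wells with enzyme for no effect and no-enzyme buffer wells for full effect; values of inactives mirror those of a sister screen read the other way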
mIAP activ: activators of mouse IAP, primary screen, biochemical, luminescence, uHTS; muIAP, CDP-Star luminescence, 30 min; stronger effect = higher value; 1 = vehicle-only enzyme signal, 0 = enzyme-free wells; activation factor at 10 µM; actives 0.24% (n = 330,000); AID 2805, 2010;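 active means activation factor of at least 2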; further: the source names both 10 and 20 µM as test concentration; values of inactives mirror those of a sister screen read the other way
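Assay system: mouse IAP enzyme; reagent: chemiluminescent substrate CDP-Star; dosing: test compounds delivered from DMSO solution; schedule: 30 min at room temperature; measured by: luminescence from enzymatic CDP-Star hydrolysis; controls: DMSO-only wells and no-enzyme negative control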
hIAP activ: human IAP activators, primary screen, biochemical, luminescence, uHTS | Intestinal-type alkaline phosphatase (Homo sapiens), P09923 | activation factor at 10 µM | AID 2524, 2010 | purified human IAP, CDP-Star luminescence, 30 min; stronger effect = higher value; 1 = vehicle-only enzyme, 0 = enzyme-free background | actives 0.16% (n = 330,000);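 active means activation factor of the enzyme at least 2-fold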; further: the source names both 10 and 20 µM as test concentration; values of inactives mirror those of a sister screen read the other way
A3A deaminase: APOBEC3A ssDNA deaminase inhibitors, primary screen, selectivity assay for APOBEC3G inhibitor project, biochemical, FAM/TAMRA oligo cleavage fluorescence. DNA dC->dU-editing enzyme APOBEC-3A (Homo sapiens), P31941. recombinant A3A, FAM/TAMRA ssDNA deamination fluorescence. inhibition, % at 20 µM. actives 0.41% (n = 330,000);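 active means at least 40% inhibition at 20 µM here, with at most 30% in a related deaminase screen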;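 further: plate controls were A3A with DMSO for no effect and wells lacking A3A enzyme for full effect; some results filed as inactive read as strong as hits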
Target sequence (P31941 whole entry, looked up): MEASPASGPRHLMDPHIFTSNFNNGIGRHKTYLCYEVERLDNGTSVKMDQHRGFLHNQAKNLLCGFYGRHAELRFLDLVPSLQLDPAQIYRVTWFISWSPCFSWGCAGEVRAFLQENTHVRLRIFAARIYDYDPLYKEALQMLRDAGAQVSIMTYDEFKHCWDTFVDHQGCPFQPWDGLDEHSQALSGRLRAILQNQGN
Starred values were filed as active, the others as inactive; nt = not tested or not shown.

SMILES	mIAP block	ATG4B inh	PfGluPho inh	HKDC1 inhibitor	hIAP inh	mIAP activ	hIAP activ	A3A deaminase
O=C(Cn1cnc(S(=O)(=O)N2CCCCC2)c1)N1CCN(c2ccc([N+](=O)[O-])cc2)CC1	11	-13	0	-7	-10	0.89	1.1	-3
O=C(CCN1C(=O)/C(=C/c2ccccc2Cl)SC1=S)NCCCN1CCOCC1	-8	19	-15	10	-19	1.1	1.2	0
O=C(NC1CC1)c1ccc2snnc2c1	8	-6	-4	-5	-15	0.92	1.1	0
Cc1cc(C)n(-c2ccc(NC(=O)C3CCCCN3C(=O)c3cccs3)cc2)n1 (configuration not stated)	1	-1	-2	-3	19	0.99	0.81	0
CCn1cc(/C=C(\NC(=O)c2cc(OC)c(OC)c(OC)c2)C(=O)NCCCN2CCOCC2)c2ccccc21	-1	0	-6	4	-2	1	1	-8
CC(C(=O)N/N=C/c1ccc(N(C)C)c(Br)c1)N(c1ccccc1)S(C)(=O)=O (configuration not stated)	0	-5	10	-4	13	1	0.87	-3
COc1ccc(C(=O)NCc2nnc(SCC(=O)Nc3cccc(OC)c3)o2)cc1	1	-2	8	-5	-10	0.99	1.1	0
Cc1cccc(C(=O)NCC(=O)OCc2nc(N)nc(Nc3ccccc3C)n2)c1	-3	-5	4	2	5	1	0.95	0
CCOC(=O)[C@@H]1[C@H]2COc3ccccc3[C@@H]2N2C(=O)N(c3ccc(C)cc3)C(=O)[C@@]12C	-14	-6	-2	3	-4	1.1	1	0
CCc1ccc(NC(=O)C2CC(=O)Nc3ncnn32)cc1 (configuration not stated)	0	4	-2	-8	-3	1	1	-6
Cn1c(=O)c2c(ncn2CC(=O)Nc2ccc(N3CCOCC3)cc2)n(C)c1=O	-9	-5	10	1	-10	1.1	1.1	-6
Cc1ccccc1NCC(=O)Nc1cc(S(=O)(=O)N2CCCCC2)ccc1C	-17	-4	14	-1	6	1.2	0.94	0
O=C(NC1CS(=O)(=O)CC1NCc1ccccc1)c1ccccc1 (configuration not stated)	-4	6	-12	-7	8	1	0.92	-2
Cc1cc(C)n(-c2cc(N3CCOCC3)ncn2)n1	-5	6	-10	-1	-30	1	1.3	-4
Cc1ccc(CS(=O)(=O)Cc2ccc(C(=O)NCc3ccco3)o2)cc1	-3	2	8	-5	-9	1	1.1	-3
CCCN(C(=O)COC(=O)CNC(=O)c1ccc2ccccc2c1)c1c(N)n(Cc2ccccc2)c(=O)[nH]c1=O	9	-24	-8	0	-19	0.91	1.2	-1
Cc1ccsc1CNC12CC3CC(CC(C3)C1)C2	-5	-11	9	-3	6	1	0.94	0
CC(/C=N/NC(=O)c1nnn(-c2nonc2N)c1C(C)C)=C\c1ccccc1	8	3	0	4	3	0.92	0.97	-1
CCCCN1C(=O)CC(Nc2ccc(CC)cc2)C1=O (configuration not stated)	10	-10	-2	6	-1	0.9	1	-4
Cn1c(N)c(C(=O)COC(=O)c2cncc(Br)c2)c(=O)n(C)c1=O	6	-1	13	4	3	0.94	0.97	4
Cc1cccc(NC(=O)c2onc3c2CCCC3)c1C	9	31	6	-4	-3	0.91	1	3
Cc1nnc(SCC(=O)Nc2ccc3c(c2)COC3=O)n1-c1ccccc1	-5	-3	-16	-4	16	1	0.84	-2
COc1ccc(OC)c(N(CC(=O)Nc2cccc3ccccc23)S(C)(=O)=O)c1	4	1	-7	0	11	0.95	0.89	-3
Cc1ccc2nc(SCC(=O)Nc3cccc(F)c3)nc(=O)n2c1	2	5	-2	0	-3	0.98	1	1
Oc1c(C(c2ccccn2)N2CCCCC2)cc(Cl)c2cccnc12 (configuration not stated)	-5	-1	17	-18	-65	1.1	1.7	-3

Two successive entries out of the list so far:
SMILES	mIAP block	ATG4B inh	PfGluPho inh	HKDC1 inhibitor	hIAP inh	mIAP activ	hIAP activ	A3A deaminase
O=C(Cn1cnc(S(=O)(=O)N2CCCCC2)c1)N1CCN(c2ccc([N+](=O)[O-])cc2)CC1	11	-13	0	-7	-10	0.89	1.1	-3
O=C(CCN1C(=O)/C(=C/c2ccccc2Cl)SC1=S)NCCCN1CCOCC1	-8	19	-15	10	-19	1.1	1.2	0

Later entries
SMILES	mIAP block	ATG4B inh	PfGluPho inh	HKDC1 inhibitor	hIAP inh	mIAP activ	hIAP activ	A3A deaminase
Cc1c(C(=O)N2CCCC2)sc(NC(=O)c2cccc(Cl)c2)c1C#N	-4	-12	-23	-5	16	1	0.84	-4
NS(=O)(=O)c1ccc(NC(=O)Nc2cccc(Cl)c2)cc1	-83	-18	6	3	-6	1.8	1.1	-1
OC(COc1ccc(F)cc1)CN1CCN(CC(O)COc2ccc(F)cc2)CC1 (configuration not stated)	-12	-5	0	-2	8	1.1	0.93	1
CC1CN(C(=O)c2ccccc2OCc2ccccc2Cl)CC(C)O1 (configuration not stated)	8	-2	-2	-1	-1	0.92	1	-1
O=C(/C=C/c1ccccc1[N+](=O)[O-])Nc1cccnc1	10	-2	-11	10	-1	0.9	1	-1
O=C(OCc1nc2ccsc2c(=O)[nH]1)c1cc(Br)c(Br)s1	-5	2	-19	2	0	1.1	0.99	-4
CC(=O)Nc1c(O)n(C)c2ccccc12	6	3	-2	-7	4	0.94	0.96	0
CC(=O)Nc1ccc(C2NC(=O)CCC2[N+](=O)[O-])cc1 (configuration not stated)	-3	-6	-1	-4	8	1	0.92	0
FC(F)(F)c1cccc(-c2nnc(-c3ccccc3)c(N3CCOCC3)n2)c1	23	-2	-3	-3	-11	0.77	1.1	3
Cc1ccc(NC(=S)NCc2ccc(S(N)(=O)=O)cc2)c(C)c1	-2	3	-13	-7	-4	1	1	-3
O=c1cc(CO)oc(C(Nc2ccccn2)c2ccsc2)c1O (configuration not stated)	-1	nt	nt	nt	22	1	0.78	11
Cc1ccc(NC(=O)CCCCCCCCCCC2COCCO2)c(C)c1 (configuration not stated)	-11	2	-10	-8	1	1.1	0.99	-3
O=C(NCc1cccnc1)c1ccccc1-c1nc(-c2ccccc2)no1	6	11	-27	11	4	0.94	0.96	-4
N#C/C(=C\c1ccccc1Br)C(=O)NC1CC1	-6	-5	6	-4	-36	1.1	1.4	-4
Cc1ccc(NC(=O)C(=O)c2c(-c3ccccc3)cc3ccccn23)cc1S(=O)(=O)N1CCOCC1	10	0	3	8	-1	0.91	1	3
CCOc1ccccc1NC1=CC(=O)CC(c2ccccc2)C1 (configuration not stated)	5	2	-7	0	18	0.95	0.82	0
CCOc1ccc(CCNC(=O)COC(=O)COc2ccc(C#N)cc2)cc1OCC	-3	-1	1	-5	-5	1	1	6
Cc1ccc(S(=O)(=O)N(C)c2ccc(OCC(=O)N3CCCC(C(F)(F)F)C3)cc2)cc1 (configuration not stated)	1	5	8	3	10	0.99	0.9	-2
C=CCNC(=S)NNC(=O)c1csc(C)c1C	-9	5	-14	-7	-90	1.1	1.9	-3
O=C(NCc1ccccn1)C(=O)NCC1OCCN1S(=O)(=O)c1ccc(F)cc1 (configuration not stated)	11	4	-11	-4	-25	0.89	1.2	-4
Cc1cc(C)c2c(N)c(C(=O)c3ccccc3)sc2n1	10	1	27	4	-1	0.9	1	-3
CC(C)NCC(O)COCCOc1ccc(Cl)cc1 (configuration not stated)	4	-1	-1	0	-6	0.96	1.1	9
CSCC[C@H](NC(=O)C1CCN(S(=O)(=O)c2ccccc2)CC1)C(=O)NC1CC1	3	0	3	-6	-2	0.97	1	-8
CC1/C(=C\c2ccc(Cl)cc2)C(=O)C2CC1C2(C)C (configuration not stated)	-7	-5	-2	-1	-1	1.1	1	-2
O=C(Nc1ccc(Cl)cc1)Nc1cnccn1	-7	1	-16	17	4	1.1	0.96	1
O=C(c1ccccc1)C(O)(Cc1ccccc1)c1ccccc1 (configuration not stated)	-1	38	6	0	17	1	0.83	6
CC(=O)Nc1ccc(NC(=O)C(C)OC(=O)/C=C/c2ccc3c(c2)OCO3)cc1 (configuration not stated)	0	2	1	-3	-2	1	1	-2
Cc1noc(C)c1CSCC(=O)Nc1ccc(S(C)(=O)=O)cc1	-13	2	-2	3	-2	1.1	1	-5
O=C(CCC(=O)OCc1ccc(Cl)cc1)Nc1ccccc1	-15	-8	4	-8	-11	1.1	1.1	-5
COCCN(C(=O)COC(=O)Cc1cccc2ccccc12)c1c(N)n(Cc2ccccc2)c(=O)[nH]c1=O	-5	-5	8	1	-23	1.1	1.2	9
O=C(CCCCCn1c(=S)[nH]c2ccccc2c1=O)NCc1ccc2c(c1)OCO2	7	-6	2	-4	11	0.93	0.89	-1
Cc1cccc(C(=O)c2ccccc2C(=O)O)c1O	-7	-17	-16	-5	8	1.1	0.92	0
Cc1nc(N2CCOCC2)[nH]c(=O)c1[N+](=O)[O-]	0	-6	-15	-5	11	1	0.89	-3
O=C(c1c(F)cccc1F)N(Cc1ccccc1)Cc1ccccc1	-1	9	-42	6	4	1	0.96	-1
COc1ccc(-c2csc(N3CCSCC3)n2)cc1	0	-1	20	2	6	1	0.94	2
COCCn1nnnc1C(CC(C)C)N1CCN(c2nc3ccccc3s2)CC1 (configuration not stated)	1	-6	8	6	4	0.99	0.96	0
Cc1c(NC(=O)NC2CCCCC2)cccc1[N+](=O)[O-]	0	11	-3	-9	0	1	1	3
CCCCOC(=O)n1ccc(C(=O)Nc2ccccc2OC)n1	4	-4	-7	-5	1	0.96	0.99	0
O=CNCC(=O)NC1CCCCCC1	-9	-14	-5	-8	-1	1.1	1	0
CC12CC(NC(=O)N1c1ccc(C(=O)N3CCN(c4ccc(F)cc4)CC3)cc1)c1ccccc1O2 (configuration not stated)	-6	-2	-11	-2	-4	1.1	1	-4
CC(=O)NCCC(=O)Nc1cc(S(=O)(=O)N2CCOCC2)ccc1N1CCOCC1	-8	-17	19	-11	-10	1.1	1.1	27
CCCCC(=O)Oc1cc(C)[nH]c(=O)c1[N+](=O)[O-]	6	12	-10	8	2	0.94	0.98	-2
COC(=O)C1CCN(C(=O)COC(=O)c2cc(-c3cccs3)nn2-c2ccccc2)CC1	12	-8	3	-3	-2	0.88	1	-1
O=C(NCCN1CCN(c2ccccc2)CC1)c1cccc(Cl)c1	-3	-3	3	-7	1	1	0.99	-4
CCCn1cc(S(=O)(=O)CC(=O)Nc2ccc(OC)cc2OC)c2ccccc21	-12	-14	67*	17	7	1.1	0.93	-1

Copied from the list:
Under hIAP activ, `O=CNCC(=O)NC1CCCCCC1` has the entry 1
Under HKDC1 inhibitor, `O=C(NCCN1CCN(c2ccccc2)CC1)c1cccc(Cl)c1` has the entry -7
Under PfGluPho inh, `O=C(CCCCCn1c(=S)[nH]c2ccccc2c1=O)NCc1ccc2c(c1)OCO2` has the entry 2
Under HKDC1 inhibitor, `CC12CC(NC(=O)N1c1ccc(C(=O)N3CCN(c4ccc(F)cc4)CC3)cc1)c1ccccc1O2` (configuration not stated) has the entry -2
Under mIAP activ, `Cc1nc(N2CCOCC2)[nH]c(=O)c1[N+](=O)[O-]` has the entry 1

Screening results as filed in PubChem BioAssay.
